# Screens: PubChem, Sanford-Burnham Center for Chemical Genomics
# EphA4 KYL inhibition – EphA4 ligand-binding antagonists – biochemical, colorimetric, mouse EphA4, primary screen (AID 689); EphA4-AP binding to KYL peptide, pNPP A405; higher % means a stronger effect; inhibition, % at 10 µM, or IC50 in µM where a hit was titrated; 62,000 tested, 0.1% active; in the data active means a potency from the dose series; inactive means the rest, 99 in 100 with inhibition below about 22%
# The depositor's hits bear a star. Not all compounds are listed. The share of hits here may be higher or lower than overall.
entry	EphA4 KYL inhibition	mol
1	2%	CC1CCN(c2c(NCc3ccc(C(=O)N4CCc5ccccc54)cc3)c(=O)c2=O)CC1
2	-5%	Cn1c(CN2CCOCC2)nnc1SCC(N)=O
3	-4%	C=CCn1c(NCCOC)nc2c1c(=O)n(C)c(=O)n2C
4	-7%	Cc1[nH]c2ccccc2c1/C=C(\C#N)C(=O)NC(C)c1ccccc1 (stereo not given)
5	4%	O=C(NCC1CCCO1)c1cc(-c2ccc(Cl)cc2Cl)on1 (stereo not given)
6	-9%	O=C(O)CN1C(=O)c2cccc3c(Br)ccc1c23
7	-10%	C=CCOc1ccc(C=C2C(=O)N(C)C(=O)N(C)C2=O)cc1OC
8	-10%	Cc1cc(NC(=O)c2ccc(S(=O)(=O)N(C)C)cc2)n(-c2ccccn2)n1
9	4%	Cn1nc(-c2ccc(Cl)cc2)c2cc(C(=O)N3CCN(C(=O)c4ccco4)CC3)sc21
10	-1%	COc1ccccc1N1C(=O)/C(=C/c2cccc(Cl)c2)SC1=S
11	9%	COc1ccc(N2CCN(Cc3nc(N)nc(Nc4ccccc4OC)n3)CC2)cc1
12	1%	COc1ccccc1C1N(c2cc(Cl)ccc2OC)C(=O)C2CCCN21 (stereo not given)
13	-12%	COc1ccc(S(=O)(=O)Nc2ccccc2)cc1OC
14	-9%	COn1c(=S)[nH]c2ccccc2c1=O
15	16%	Cc1ccc(CNC(=O)c2ccc(CNc3c(N4CCCC4)c(=O)c3=O)cc2)cc1
16	-4%	Cc1ccccc1CS(=O)(=O)CCC(=O)NCCCN1CCOCC1
17	0%	O=C(c1ccco1)n1nnc2ccccc21
18	-7%	Cc1ccc(C(=O)O/N=C(\N)c2ccccn2)cc1[N+](=O)[O-]
19	4%	Cc1cc(C(=O)Nc2cccc3ccccc23)c(-c2ccccc2)o1
20	-11%	CCOc1ccc(NC(=O)C(CC(=O)O)Cc2ccccc2)cc1 (stereo not given)
21	-12%	c1ccc(-c2cc3c(ccc4nonc43)nn2)cc1
22	-11%	CCOC(=O)N1CCN(C(=O)CN(C)S(=O)(=O)c2ccc3c(c2)C(C)(C)C(=O)N3C)CC1
23	4%	COc1ccc(CN2C(=O)c3ccccc3C(/C=N/OCc3ccc(Cl)cc3)C2=O)cc1 (stereo not given)
24	5%	COc1ccc(CCNC(=O)c2ccc3c(c2)NC(=O)C(N2CCOCC2)S3)cc1OC (stereo not given)
25	-11%	CCNC(=S)NNC(=O)c1cc(C2CC2)nc2ccccc12
26	0%	CC(=O)NC1C(=O)N=C(SCC(=O)NC2CCCCC2)NC1=O (stereo not given)
27	-5%	CCOc1ccc2nc(NC(=O)c3cnc(C)cn3)sc2c1
28	2%	CCOC(=O)c1cn[nH]c1N
29	-8%	CCC(Sc1nc2cc(OC)c(OC)cc2c(=O)n1Cc1ccco1)C(=O)NCCOC (stereo not given)
30	-13%	CCOC(=O)C1CCCN(Cc2ccc(OC)cc2OC)C1 (stereo not given)
31	-1%	COc1ccc(S(=O)(=O)Nc2ccccc2C(N)=O)cc1Br
32	-4%	CCN(CC)c1ccc(/C=c2/sc3nnc(-c4ccccc4C)n3c2=O)cc1
33	3%	CCN1CCc2c(C#N)c(N3CCCCC3)nc(N3CCOCC3)c2C1
34	4%	COc1ccc(-n2cnnc2SCc2cnc(-c3ccccc3)s2)cc1
35	-3%	O=C(Nc1ccc(Br)cn1)C1CCCN1S(=O)(=O)c1ccccc1 (stereo not given)
36	0%	CCOC(=O)C1CCCN(C(=O)c2ccc(OC(C)=O)cc2)C1 (stereo not given)
37	8%	Cc1ccc(-c2cc(NC(=O)COc3ccc(Cl)cc3Cl)n[nH]2)cc1
38	-12%	CCOc1c(Cl)cc(Cl)cc1CNCCNCCO
39	-11%	CCOC(=O)N1CCN(C(=O)c2ccc(NC(=O)CC)cc2)CC1
40	3%	COc1ccc(CC(=O)N2N=C3CCCCCC3C2(O)C(F)(F)F)cc1 (stereo not given)
41	-4%	CC(=O)c1c(C)[nH]c(C(=O)COc2cc(C)ccc2C(C)C)c1C
42	-35%	CCOc1ccc(NC(=O)CN2CCN(CC(=O)Nc3ccc(F)cc3)CC2)cc1
43	-6%	CCC1CCCCN1C(=O)N[C@@H](Cc1ccccc1)C(=O)O (stereo not given in full)
44	-3%	COCCN1Cc2cccc(C(=O)Nc3ccc(C)c(C)c3)c2C1=O
45	0%	CN1CCc2nc(SCC(=O)Nc3cccc(F)c3)c(C#N)c(-c3cccs3)c2C1
46	-10%	COc1ccccc1NS(=O)(=O)c1ccc(O)cc1
47	-4%	Cc1ccc(-c2nn3nnnc3c3ccccc23)cc1
48	-3%	CCc1nn(-c2ccccc2)c2c1-c1cc(OC)c(OC)cc1C1(N2)C(=O)Nc2ccccc21 (stereo not given)
49	-13%	CCc1ccc(NC(=O)CCS(=O)(=O)c2cccc3nsnc23)cc1
50	-10%	CCc1ccc(NC(=O)c2cc(-c3ccc(OC)cc3)on2)cc1
51	2%	CC(=O)NC(Cc1ccc(F)cc1)C(=O)O (stereo not given)
52	-10%	COc1cc(-c2nc3n(n2)C(c2ccc(F)cc2)C2=C(CCCC2=O)N3)cc(OC)c1OC (stereo not given)
53	8%	COC(=O)c1cc(C(=O)Nc2cc(C)ccn2)cc([N+](=O)[O-])c1
54	-10%	CC(=O)c1ccc(OCC(C)C)c(CC(C(N)=O)C(N)=O)c1
55	44%	CCN(CC)c1ccc(N2C(=O)/C(=C/c3cccs3)SC2=S)cc1
56	-5%	Cc1cc(C)nc(SCC(=O)Nc2ccc(S(=O)(=O)Nc3onc(C)c3C)cc2)n1
57	-6%	O=C(Nc1nc2ccccc2s1)C1CC(=O)N(c2ccc(Cl)cc2)C1 (stereo not given)
58	-24%	CCCc1nnc(NC(=O)c2cccc(OC)c2)s1
59	-1%	CN1C(=O)/C(=C\c2ccccc2OCCOc2ccc([N+](=O)[O-])cc2)SC1=S
60	9%	CCOc1ccc(C2c3c(oc4ccccc4c3=O)C(=O)N2CCCN2CCOCC2)cc1OCC (stereo not given)

# Continued.
entry	EphA4 KYL inhibition	mol
61	-9%	CSc1nsc(SC)c1NC(=O)Nc1ccccn1
62	3%	N#CCc1ccc(NS(=O)(=O)c2cccs2)cc1
63	-10%	O=C(O)c1cc(-c2ccc(/C=N/Nc3ccc(Cl)cc3)o2)ccc1Cl
64	4%	COc1cc(C2C(C#N)=C(N)Oc3n[nH]c(C)c32)cc2c1OCO2 (stereo not given)
65	-7%	CCc1ccc(NC(=O)C(=O)NCCN2CCN(C(=O)C(c3ccccc3)c3ccccc3)CC2)cc1
66	18%	Cc1ccc(NC(=O)CN(c2cccc(Br)c2)S(=O)(=O)c2ccccc2)cc1C
67	-2%	Cc1ccc(S(=O)(=O)CC(C)N2CCOCC2)c(S(=O)(=O)CC(C)N2CCOCC2)c1 (stereo not given)
68	-6%	COc1cc2c(cc1OC)C(c1ccc(-c3cc(Cl)ccc3Cl)o1)=NCC2
69	-12%	CCCn1nc(C(=O)N2CCc3ccccc3C2)c2ccccc2c1=O
70	-28%	c1cnc(N2CCN(Cc3c[nH]c4ccccc34)CC2)nc1
71	-13%	CCN(CC)C(=O)c1sc(NC(=O)c2ccc(Br)o2)c(C(=O)OC)c1C
72	-6%	Nc1nc2n(n1)C(c1ccccc1Cl)CC(c1ccc(F)cc1)N2 (stereo not given)
73	-14%	COc1cccc(-n2c(C)nnc2SCC#N)c1
74	-17%	O=C(Nc1ccc(F)cc1)C1CC(=O)N(c2ccc(Cl)cc2)C1 (stereo not given)
75	2%	CCOC(=O)N1CCC(N2CC34C=CC(O3)C(C(=O)Nc3ccc(OCC)cc3)C4C2=O)CC1 (stereo not given)
76	-7%	CCOC(=O)c1sc2nc3n(c(=O)c2c1C)CCC(C)CC3 (stereo not given)
77	-17%	COc1ccc(NCC(=O)Nc2ccc(C#N)cc2)cc1Cl
78	-9%	Cc1ccc(NC(=O)C(=O)NCCN2CCN(S(=O)(=O)c3ccc4ccccc4c3)CC2)cc1
79	-8%	O=C(CSc1nc2ccccc2c(=O)[nH]1)N1CCCCC1
80	8%	Cc1ccc(S(=O)(=O)N2CCOCC2)cc1C(=O)N1C(=O)c2cccc(N)c2C1=O
81	24%	CC(C)(C)c1ccc(-c2nnc3sc(-c4ccccn4)nn23)cc1
82	-6%	C=CCOc1ccc(S(=O)(=O)c2ccc(OCC=C)cc2)cc1
83	4%	O=C(O)CCN1C(=O)/C(=C\C(Cl)=C/c2ccc([N+](=O)[O-])cc2)SC1=S
84	6%	CCOC(=O)c1ccc(N2C(=O)c3n[nH]c(C)c3C2c2ccc(OC)cc2)cc1 (stereo not given)
85	9%	COc1ccc2c(=O)c(-c3ccccc3OC)coc2c1
86	-37%	O=C(N/N=C/C(Br)=C\c1ccccc1)c1n[nH]c2c1CCC2
87	-5%	CCCCn1ccnc1C(=O)c1cc(S(=O)(=O)N2CCOCC2)ccc1C
88	-2%	COc1cccc(OC)c1NC(=O)Cc1nn(C)c(=O)c2ccccc12
89	0%	NC(=O)c1ccc[n+](CC(=O)OCCC23CC4CC(CC(C4)C2)C3)c1
90	-3%	CC1=CC(=C2C(=O)c3ccccc3C2=O)C=C(C)N1Cc1ccco1
91	-8%	CCCOc1ccc(-c2nc(C#N)c(N3CCC(C(N)=O)CC3)o2)cc1
92	-2%	COc1ccccc1-c1cc2nc(C)c(CCC(=O)NC(C)CCc3ccco3)c(C)n2n1 (stereo not given)
93	-1%	COc1c(F)c(F)c(C(=O)O)c(Nc2ccc(C)cc2)c1F
94	4%	O=C(COc1ccccc1)Nc1ccccc1CO
95	-6%	O=C(NCCCn1ccnc1)c1cn(Cc2ccc(F)cc2)nn1
96	-14%	O=C(Nc1ccc(Cl)cc1)C1=Cc2ccccc2OC1
97	-3%	Clc1ccc(-c2nn3c(-c4ccccn4)nnc3s2)c(Cl)c1
98	4%	O=C(COc1ncnc2ccccc12)c1ccc2c(c1)OCCO2
99	-18%	c1csc(C2Nc3cccc4cccc(c34)N2)c1
100	-3%	COCCSc1nc2c(c(=O)[nH]c(=O)n2C)n1CCC(C)C
101	40%	Cc1ccc(S(=O)(=O)C(C#N)c2nc3ccccc3nc2N2CCCC2)cc1C (stereo not given)
102	2%	CCn1c(COc2ccc(C)cc2)nnc1SCC(=O)C(C)(C)C
103	-2%	O=C1N/C(=N/S(=O)(=O)c2ccccc2)S/C1=C\c1cccnc1
104	-2%	O=C(CSc1nnc(CNc2ccc(F)cc2)o1)N1CCN(C(=O)c2ccco2)CC1
105	-5%	Cc1cccc(C(=O)NNC(=O)C2CCCO2)c1 (stereo not given)
106	0%	Cc1cc(Cl)ccc1NS(=O)(=O)c1ccc([N+](=O)[O-])cc1
107	-14%	COc1ccc(CN2CCN(C(=O)c3ccco3)CC2)cc1OCc1ccccc1
108	-9%	Cc1nc2ccc(S(=O)(=O)NC(C(=O)NCc3ccc4c(c3)OCO4)C(C)C)cc2s1 (stereo not given)
109	4%	CCC(C)n1c(=O)c(C(=O)Nc2ccccc2S(N)(=O)=O)c(O)c2ccccc21 (stereo not given)
110	-2%	CC(CN1CCOCC1)OC(=O)c1cccc(Br)c1 (stereo not given)
111	7%	Cc1cccc(CC2CC(=O)N(c3ccccc3)C2=O)c1 (stereo not given)
112	9%	CN(C)S(=O)(=O)N1CCC(c2ccc(F)cc2)C(COc2ccc3c(c2)OCO3)C1 (stereo not given)
113	-10%	CCc1c(C)nc2c(C#N)c[nH]n2c1=O
114	-10%	O=C(O)/C=C\C(=O)Nc1ccc(Oc2ccccc2)cc1
115	-7%	Cc1cc(NC(=O)CSc2nc3c(sc4ccccc43)c(=O)n2CCc2ccccc2)n[nH]1
116	-14%	C=CCN(CP(C)(=O)OC(C)C)C(C)=O (stereo not given)
117	-8%	CCC1CCCCN1CCCn1c(=S)[nH]c2ccccc2c1=O (stereo not given)
118	-12%	Cc1ccc(N2C(=O)CC(Sc3nc4ccccc4o3)C2=O)cc1Cl (stereo not given)
119	13%	CN(C)c1ccc(N=Cc2ccco2)cc1
120	-5%	COc1ccccc1CC(=O)O/N=C(\N)c1cccc([N+](=O)[O-])c1

# The list goes on:
entry	EphA4 KYL inhibition	mol
121	-5%	O=C(/C=C/c1cc(Br)cs1)Nc1ccccc1
122	1%	Cn1c(=O)c2c(nc(NC(Cc3ccccc3)C(=O)O)n2Cc2ccccc2)n(C)c1=O (stereo not given)
123	5%	CC(C)(C)C(=O)NCCCc1ccccc1
124	7%	CC(NS(=O)(=O)c1cccc([N+](=O)[O-])c1)C1C2CC3CC(C2)CC1C3 (stereo not given)
125	11%	Cc1ccc(CC2CC(=O)N(Cc3ccco3)C2=O)cc1 (stereo not given)
126	1.4µM*	C=CCOC(=O)c1cc(-c2ccc(/C=C3\C(=O)NC(=O)C(C#N)=C3C)o2)ccc1Cl
127	-8%	Cc1ccc(S(=O)(=O)NC(C)C2C3CC4CC(C3)CC2C4)cc1 (stereo not given)

# Among those listed so far, these have an aryl thioether with sulfur outside any ring.
entry	EphA4 KYL inhibition	mol
2	-5%	Cn1c(CN2CCOCC2)nnc1SCC(N)=O
29	-8%	CCC(Sc1nc2cc(OC)c(OC)cc2c(=O)n1Cc1ccco1)C(=O)NCCOC (stereo not given)
34	4%	COc1ccc(-n2cnnc2SCc2cnc(-c3ccccc3)s2)cc1
45	0%	CN1CCc2nc(SCC(=O)Nc3cccc(F)c3)c(C#N)c(-c3cccs3)c2C1
56	-5%	Cc1cc(C)nc(SCC(=O)Nc2ccc(S(=O)(=O)Nc3onc(C)c3C)cc2)n1
61	-9%	CSc1nsc(SC)c1NC(=O)Nc1ccccn1
73	-14%	COc1cccc(-n2c(C)nnc2SCC#N)c1
79	-8%	O=C(CSc1nc2ccccc2c(=O)[nH]1)N1CCCCC1
100	-3%	COCCSc1nc2c(c(=O)[nH]c(=O)n2C)n1CCC(C)C
102	2%	CCn1c(COc2ccc(C)cc2)nnc1SCC(=O)C(C)(C)C
104	-2%	O=C(CSc1nnc(CNc2ccc(F)cc2)o1)N1CCN(C(=O)c2ccco2)CC1
115	-7%	Cc1cc(NC(=O)CSc2nc3c(sc4ccccc43)c(=O)n2CCc2ccccc2)n[nH]1
118	-12%	Cc1ccc(N2C(=O)CC(Sc3nc4ccccc4o3)C2=O)cc1Cl (stereo not given)
